RmlCD inh 1536 = inhibitors of Mycobacterium tuberculosis RmlC and RmlD coupled enzymes | 0.03% of 160,000 active | P9WH09+P9WH11 | RmlC+RmlD coupled enzyme assay, percent inhibition; primary screen in compound mixtures | inhibition, % at 3.6 µM; in the data active = inhibition mostly above about 34%, no sharp cut-off; also: some results filed as inactive read as strong as hits
Target sequence (P9WH09 whole entry, looked up): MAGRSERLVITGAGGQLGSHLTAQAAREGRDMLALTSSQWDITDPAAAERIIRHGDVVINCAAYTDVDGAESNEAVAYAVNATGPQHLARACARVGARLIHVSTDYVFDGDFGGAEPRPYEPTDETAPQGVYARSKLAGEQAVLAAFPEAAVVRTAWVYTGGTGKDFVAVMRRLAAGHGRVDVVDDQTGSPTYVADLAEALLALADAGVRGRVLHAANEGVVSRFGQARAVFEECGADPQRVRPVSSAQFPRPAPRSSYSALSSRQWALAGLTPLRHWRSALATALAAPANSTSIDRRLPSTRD
Target sequence (P9WH11 whole entry, looked up): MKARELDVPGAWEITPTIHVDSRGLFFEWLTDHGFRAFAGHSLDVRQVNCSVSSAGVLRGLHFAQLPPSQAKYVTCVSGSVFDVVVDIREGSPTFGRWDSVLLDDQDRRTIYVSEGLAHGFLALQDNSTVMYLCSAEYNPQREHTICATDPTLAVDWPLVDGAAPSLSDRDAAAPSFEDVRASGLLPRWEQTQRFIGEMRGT
GlmU inhibition = inhibition of mycobacterial GlmU enzyme – biochemical, glucosamine-1-phosphate acetyltransferase (AID 1376) | 0.25% of 220,000 active | M. tuberculosis GlmU acetyltransferase enzyme assay; higher % means a stronger effect | one-dose inhibition, %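 (tested at 30 µM in the primary screen)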; IC50 in µM for titrated hits; in the data active = inhibition above about 13%;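 also: 0% = complete reaction with vehicle and 100% = reaction without substrate; strong numbers were not always called active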
Active calls of the source: *; . = no result given. A portion of the library (hit frequency here may not be typical).

Results follow in this order: GlmU inhibition | RmlCD inh 1536
1. CC1CCCN(CC(=O)Nc2cccc([N+](=O)[O-])c2)C1 (stereo unspecified)
    -5.8% | 7.0
2. CC(C)(C)n1nnnc1C(c1ccccc1)N1CCc2ccccc2C1 (stereo unspecified)
    -6.4% | .
3. COc1ccc(NC(=O)CSc2nncs2)cc1OC
    4.9% | .
4. O=C(CC1C=Cc2ccccc2N1C(=O)c1ccccc1)c1ccccc1 (stereo unspecified)
    -2.2% | 10.1
5. Cc1ccc(S(=O)(=O)N2CCCC2C(=O)O)cc1 (stereo unspecified)
    3.5% | -8.9
6. COc1ccc(OCC(O)Cn2c(=N)n(CCN3CCCCC3)c3ccccc32)cc1 (stereo unspecified)
    -2.6% | .
7. CCOC(=O)c1cnc2ccc(OCC)cc2c1NCc1cccnc1
    -8.5% | -0.9
8. CCCCCCC(=O)N/N=C/c1c(O)n(C(C)CC)c(=S)[nH]c1=O (stereo unspecified)
    2.9% | 5.6
9. O=C(Cc1ccc(F)cc1)Nc1ccc(F)c([N+](=O)[O-])c1
    -0.3% | .
10. O=C(N/N=C\c1ccc2c(c1)OCO2)c1ccc(Cn2cc(Br)c([N+](=O)[O-])n2)o1
    -3.0% | -2.7
11. COc1cc2c(cc1NC(=O)CSCC(=O)O)oc1ccccc12
    1.0% | 38.7
12. CC1CCCCN1CCNC(=O)C1CC(=O)N(c2ccc(F)c(Cl)c2)C1 (stereo unspecified)
    2.3% | 6.8
13. CCN(CC)S(=O)(=O)c1ccc(C(=O)NCc2ccc3c(c2)OCO3)cc1
    -0.5% | 45.7
14. CCn1c(=O)c([N+](=O)[O-])c(NCCN(C)C)c2ccccc21
    -4.4% | 6.6
15. N#Cc1ncc(C(F)(F)F)cc1Sc1ccc(N)cc1
    -3.1% | -3.8

Rewritten screen by screen: 2 of the compounds above.
[5] Cc1ccc(S(=O)(=O)N2CCCC2C(=O)O)cc1 (stereo unspecified)
[6] COc1ccc(OCC(O)Cn2c(=N)n(CCN3CCCCC3)c3ccccc32)cc1 (stereo unspecified)

Screen / compound no. | 5 | 6
GlmU inhibition | 3.5% | -2.6%
RmlCD inh 1536 | -8.9 | .

(cont.)
Results follow in this order: GlmU inhibition | RmlCD inh 1536
16. CCCC1=[N+](CC(=O)c2ccc(Br)cc2)CCn2cccc21
    -2.9% | 2.4
17. CCOc1ccc(OCC)c(NC(=O)CSc2nc3ccccc3c(=O)n2C)c1
    2.6% | -1.5
18. O=C(CSc1nnc(-c2ccco2)n1CC1CCCO1)c1ccccc1 (stereo unspecified)
    3.8% | .
19. O=C1c2ccccc2C(=O)N1c1ccccc1S(=O)C(F)(F)F (stereo unspecified)
    1.6% | .
20. O=C(COC(=O)c1cc(=O)[nH]c2ccccc12)NCc1cccs1
    . | 18.7
21. C=CCNC(=O)CN(c1ccccc1OCC)S(=O)(=O)c1ccc(C)cc1
    6.5% | .
22. CCC(C)C(NC(=O)c1ccc(Cl)cc1)C(=O)Nc1cccnc1 (stereo unspecified)
    -0.1% | -9.1
23. N#Cc1cn(-c2ccccc2)nc1-c1ccccc1
    -3.8% | 10.0
24. CC(C)(C)c1ccc(NC(=O)COC(=O)C2=COCCO2)cc1
    5.7% | .
25. COc1cc(/C=N/NC(=O)c2ccc(Cl)cc2)ccc1OCC(=O)N1CC(C)OC(C)C1 (stereo unspecified)
    7.4% | 11.5
26. FC(F)(F)c1cc(-c2ccco2)nc(-n2nc(C(F)(F)F)cc2C2CC2)n1
    -0.7% | 20.0
27. CCCC12CN3CCN(CC(C3)/C1=N\NC(=O)Nc1ccccc1)C2
    -1.2% | .
28. CCN1/C(=C\C(=S)Nc2ccccc2)Sc2ccccc21
    1.4% | 9.5
29. O=C(O)c1ccc(N/N=C/c2ccc(OC(=O)c3cccc(Cl)c3)cc2)cc1
    -3.3% | .
30. COc1ccc(NC(=O)C23CCC(C2)C(C)(C)C3=O)cc1 (stereo unspecified)
    -3.3% | 1.0
31. Cc1nn(-c2ccccc2)c(C)c1-c1cc(C(=O)N/N=C/c2cccnc2)[nH]n1
    6.5% | -7.8
32. C=CCSc1nnc2c(n1)OC(c1c(C)[nH]n(-c3ccccc3)c1=O)Nc1ccccc1-2 (stereo unspecified)
    4.1% | .
33. Cc1ccc(CC(=O)NCc2ccc3c(c2)OCO3)cc1
    6.1% | 10.8
34. COc1ccc2c(c1)[nH]c1c(=O)n(/N=C/c3ccc(OC)c(CN4CCCCC4)c3)cnc12
    -1.5% | .
35. COc1cc(C2NC(=S)NC(C)=C2C(=O)c2ccccc2)ccc1O (stereo unspecified)
    8.4% | 8.3
36. COc1ccc(-c2ccnc3nc(N4CCN(c5ccccc5)CC4)nn23)cc1
    6.0% | -1.6
37. Cc1ccc(Oc2nc3ccccn3c(=O)c2/C=C(\C#N)C(=O)Nc2c(C)n(C)n(-c3ccccc3)c2=O)c(C)c1
    -3.2% | -6.7
38. CN(C)C(=O)N1CCNCC1
    -4.8% | 6.9
39. COCCn1cnc2c(c1=O)c1nc3ccccc3nc1n2/N=C/c1ccc(OC)c(OC)c1
    -6.8% | -2.4
40. COc1ccc(/C=C/C(=O)NCCc2nc3ccccc3[nH]2)cc1
    -3.9% | 7.8
41. COc1cc2c(=O)c(-c3ccc(O)cc3)coc2cc1OC1OC(CO)C(O)C(O)C1O (stereo unspecified)
    0.5% | .
42. CCC(C)(C)NC(=O)C(Sc1ccccc1)c1ccccc1 (stereo unspecified)
    -2.5% | 7.0
43. CC(C)=CCC/C(C)=C/C=N/NC(=O)c1ccc([N+](=O)[O-])cc1
    1.5% | -1.6
44. COc1cc(C)c(S(=O)(=O)N2CCN(C)CC2)cc1C
    3.5% | .
45. CN(C)c1ccc(C(=S)N2CCN(c3ccccc3)CC2)cc1
    -8.3% | .
46. CCCCNC1=NCCS1
    3.7% | -13.5
47. Nc1nc(N2CCOCC2)nc(N(c2ccccc2)c2ccccc2)n1
    5.4% | 9.2
48. O=C(CN(Cc1cccs1)C(=O)CNS(=O)(=O)c1ccccc1)NC1CCCC1
    0.7% | 6.4
49. CCC(C)NC(=O)c1ccc(CS(=O)(=O)Cc2ccc(Cl)cc2)o1 (stereo unspecified)
    -0.5% | 8.0
50. COC(=O)c1cc(NC(=O)Cc2ccc(OC)cc2)cc(C(=O)OC)c1
    -3.9% | .
51. Cc1ccc(Nc2nc(NCCCN3CCOCC3)nc(N)c2[N+](=O)[O-])cc1
    -5.9% | 6.3
52. CC(C)[C@H](NC(=O)OC(C)(C)C)C(=O)N/N=C/c1cccc2nccnc12
    1.4% | -5.0
53. COc1ccc(CCNC(=O)C2CCCN(S(=O)(=O)c3cccc4nonc34)C2)cc1OC (stereo unspecified)
    -0.1% | 8.2
54. CCCC(=O)Nc1c(-c2ccccc2)c(=O)c(C)nn1-c1ccccc1
    3.3% | 4.1
55. CCN1CCN(CC(=O)N2N=CCC2c2ccccc2)CC1 (stereo unspecified)
    1.6% | -6.3
56. CN(C)c1ccc(CNn2cnnc2)cc1
    3.2% | -2.8
57. COc1ccc(/C=N/NC(=O)c2ccc(CSc3nc(C)cc(C)n3)cc2)c(OC)c1OC
    -2.2% | -6.7
58. COc1ccc(-c2cnn(C3CCS(=O)(=O)C3)c2N)cc1 (stereo unspecified)
    3.1% | 6.9
59. Cc1ccc2c(c1)[nH]c1c(=O)n(CCCN3CCOCC3)cnc12
    -0.4% | 2.5
60. C=CCN1C(=O)/C(=C\c2ccc(Cl)cc2)N=C1SCC(=O)NCCC
    -0.6% | .
61. COc1cc(CN2CCNC(=O)C2CC(=O)N(C)Cc2cccnc2)cc(OC)c1 (stereo unspecified)
    -5.8% | 6.4
62. Cc1c(N=Cc2ccncc2)c(=O)n(-c2ccccc2)n1C
    3.8% | -0.3
63. Cc1nn(Cc2ccccc2)c(Cl)c1/C=N/NC(=O)CNc1cccc(C(F)(F)F)c1
    0.4% | .
64. COc1ccc(S(=O)(=O)N(CCC(=O)O)Cc2ccccc2)cc1
    0.8% | 0.7
65. O=C(Cn1nc(C(=O)O)c2ccccc2c1=O)c1c[nH]c2ccccc12
    -2.5% | .
66. Cc1ccccc1OCC(=O)NCCN(C)C
    1.2% | 1.2
67. COCc1[nH]nc2c1C1(CCSCC1)C(C#N)=C(N)O2
    0.7% | 2.5
68. CCN(CC)S(=O)(=O)c1ccc(-c2nnc(SCC(=O)c3ccc(OC)cc3)o2)cc1
    -5.0% | 7.0
69. CCOCC(=O)Nc1cccc(NC(C)=O)c1
    0.7% | 3.1
70. CN1CCN(S(=O)(=O)c2cccc(C(=O)O)c2)CC1
    -1.3% | 25.3
71. COc1ccccc1S(=O)(=O)Nc1cccc(-c2nnc3n2CCCCC3)c1
    2.2% | -2.1
72. CCOc1cc(-c2nc(C)c(C(C)=O)n2O)ccc1OCC(=O)Nc1ccc(F)cc1
    0.7% | -1.7
73. COC(=O)Cc1cc(=O)n2[nH]c(C(F)(F)F)nc2n1
    -2.0% | .
74. C=CCN1C(=O)/C(=C\c2ccc(OC(=O)c3ccco3)c(OC)c2)SC1=S
    -0.7% | -10.2
75. O=C(NCCSc1c[nH]c2ccccc12)c1ccco1
    -1.8% | .

Next part
Results follow in this order: GlmU inhibition | RmlCD inh 1536
76. CSCCC(NC(N)=O)C(=O)NCc1ccccc1Cl (stereo unspecified)
    6.2% | .
77. CCCCC(CC)C(=O)Nc1cccc(SC)c1 (stereo unspecified)
    2.6% | .
78. CCOC(=O)C1(C)NC(c2ccco2)C2C(=O)N(c3ccc(C)cc3)C(=O)C21 (stereo unspecified)
    1.4% | .
79. CC(=O)N1CSCC1C(=O)N1CCN(c2ccc(N3CCOCC3)nn2)CC1 (stereo unspecified)
    6.3% | 7.1
80. CC(C)C(=O)Nc1cccc(-c2nc3ccccc3c(=O)o2)c1
    2.3% | .
81. CCCCN(Cc1ccccc1)C(=O)C1CCN(Cc2sccc2C)CC1
    -0.6% | -2.6
82. COc1ccc(S(=O)(=O)NCc2ccc(C(=O)NCc3cccnc3)cc2)cc1
    2.6% | 2.0
83. CNS(=O)(=O)c1ccc(NC(=O)C2CC(=O)N(c3ccc(Cl)cc3)C2)cc1 (stereo unspecified)
    -0.2% | 10.8
84. CCOC(=O)/C(=N/Nc1ccc(OC)cc1)Sc1nnc(CCc2ccccc2)n1-c1ccccc1
    0.6% | .
85. COc1ccc(OCCOC(=O)c2nc3nccc(C)n3n2)cc1
    -2.8% | .
86. Cc1ccc(-c2cc(C(=O)Nc3ccccc3C)c3ccccc3n2)o1
    6.5% | .
87. CCNC(=S)N1CCCC(C(N)=O)C1 (stereo unspecified)
    -1.1% | -8.0
88. CCCCCCC(=O)N(O)C1CC(=O)N(c2ccc(Cl)cc2)C1=O (stereo unspecified)
    3.9% | -19.7
89. CCC(=O)OCC(=O)Nc1cc(S(=O)(=O)N(C)C)ccc1Cl
    -0.2% | 10.9
90. Cn1c(=O)n(CCOc2ccccc2Cl)c2ccccc21
    1.9% | -7.3

Ordered by SMILES length (smallest number first): part of the list above
Results follow in this order: GlmU inhibition | RmlCD inh 1536
88. CCCCCCC(=O)N(O)C1CC(=O)N(c2ccc(Cl)cc2)C1=O (stereo unspecified)
    3.9% | -19.7
79. CC(=O)N1CSCC1C(=O)N1CCN(c2ccc(N3CCOCC3)nn2)CC1 (stereo unspecified)
    6.3% | 7.1
84. CCOC(=O)/C(=N/Nc1ccc(OC)cc1)Sc1nnc(CCc2ccccc2)n1-c1ccccc1
    0.6% | .

Other records follow.
Results follow in this order: GlmU inhibition | RmlCD inh 1536
91. COc1cc(/C=N/Nc2ccc(Cl)cc2)ccc1OC(=O)c1cccs1
    -7.3% | 9.8
92. CC(CN(C)Cc1ccccc1)OC(=O)c1ccc(F)cc1 (stereo unspecified)
    -3.6% | -14.6
93. CCOC(=O)CC(=O)CSc1nc2cc(C)ccc2cc1C
    0.6% | 3.6
94. COc1cccc(-n2c(=O)[nH]cc(C(=O)Nc3ccc(NC(C)=O)cc3)c2=O)c1
    1.7% | 15.3
95. COc1ccc(S(=O)(=O)N2CCCC(C(=O)Nc3cccnc3)C2)cc1Cl (stereo unspecified)
    -0.5% | -10.3
96. CCOC(=O)C1=C(C)NC(=O)NC1c1ccc(OC)c(Cl)c1 (stereo unspecified)
    -0.3% | 36.2
97. Cn1c(=O)c2c(nc3n2CCS3)n(C)c1=O
    6.5% | -12.8
98. CC(C)c1ccc(C2C3CSCC=C3C(C#N)=C(N)C2(C#N)C#N)cc1 (stereo unspecified)
    -4.8% | .
99. COc1ccc(C(=O)/C=C/N(C)C)cc1OC
    0.2% | -8.0
100. CCNC(=S)NNC(=O)c1csc(CC)c1
    -3.4% | .
101. O=C(N/N=C/c1ccc(Br)o1)c1ccc2c(c1)OCCO2
    7.8% | .
102. CC(=O)NC1(c2ccccc2)CCN(c2cc(C)nc(-c3ccccc3)n2)CC1
    0.1% | 3.0
103. COc1ccccc1N(CC(=O)NCC(C)C)S(=O)(=O)c1cccs1
    -1.4% | 4.8
104. CC(CNS(=O)(=O)c1cc(Cl)ccc1Cl)CN(C)C (stereo unspecified)
    -0.8% | 9.4
105. CC(C)c1c(Cl)c(O)c(-c2ccccc2)c(=O)n1-c1ccc(F)cc1
    1.9% | .
106. Cc1ccccc1Cn1nc(C)c(NC(=O)c2nc3n(n2)C(C(F)F)CC(C)N3)c1C (stereo unspecified)
    0.9% | -11.0
107. CCC(=O)Nc1c(C(=O)N2CCN(c3ccccn3)CC2)cnn1-c1ccc(C)cc1
    6.0% | -7.6
108. O=C(CSc1nc2ccccc2c(=O)n1-c1ccc(F)cc1)NCc1ccco1
    4.2% | -8.4
109. Cc1occc1-c1nnc(SCC(=O)N2CCc3ccccc32)o1
    6.9% | .
110. COc1cccc2c(=O)cc(C)n(CC(=O)Nc3ccccc3C)c12
    0.9% | .
111. Cc1ccc(NC(=O)N2CCCc3ccccc32)cc1
    -8.3% | 6.5
112. Cc1ccc(OCCCn2cc(C#N)c3ccccc32)cc1
    5.8% | .

Source: PubChem (several laboratories)
